# Kir21 inh: blocks the mouse Kir2.1 inward-rectifier potassium channel. 310,000 tested, 0.85% active. AID 1672. P35561. B-score at 10 µM. HEK293-Kir2.1, FluxOR thallium flux fluorescence; stronger effect = lower value;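 active means fluorescence ratio B-score at or below minus 3 SD of library scores, with starting-brightness B-score within 2 SD, cut at about -4.2 in these data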;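 further: channel flux triggered by added potassium and thallium sulfate stimulus; B-score of peak minus minimum fluorescence over baseline after thallium stimulus; more negative B-score means stronger Kir2.1 block with less thallium influx; some compounds called inactive have numbers as strong as hits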
# Target sequence (P35561 whole entry, looked up): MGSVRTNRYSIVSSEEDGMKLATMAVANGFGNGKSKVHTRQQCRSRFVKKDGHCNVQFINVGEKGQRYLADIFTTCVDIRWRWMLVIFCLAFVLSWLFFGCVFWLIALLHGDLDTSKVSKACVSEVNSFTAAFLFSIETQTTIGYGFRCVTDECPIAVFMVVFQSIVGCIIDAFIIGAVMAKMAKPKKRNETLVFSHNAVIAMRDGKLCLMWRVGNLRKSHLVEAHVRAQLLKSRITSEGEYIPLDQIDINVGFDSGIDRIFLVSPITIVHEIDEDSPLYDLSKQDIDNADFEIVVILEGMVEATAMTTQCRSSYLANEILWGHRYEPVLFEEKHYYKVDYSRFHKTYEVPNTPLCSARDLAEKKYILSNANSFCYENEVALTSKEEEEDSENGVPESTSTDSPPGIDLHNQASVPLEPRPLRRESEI
# CHT inh: human CHT choline transport inhibition; Q9GZV3; CHT-expressing cells, membrane potential dye, choline response; stronger effect = lower value; B-score at 10 µM; 310,000 tested, 0.86% active; AID 488975;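 active means B-score over 3 SD under the library average, and starting fluorescence ratio not unusually high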;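 further: choline stimulus applied at its EC90 after an EC20 pre-addition; B-score computed on integrated fluorescence ratio after choline addition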
# Target sequence (Q9GZV3 whole entry, looked up): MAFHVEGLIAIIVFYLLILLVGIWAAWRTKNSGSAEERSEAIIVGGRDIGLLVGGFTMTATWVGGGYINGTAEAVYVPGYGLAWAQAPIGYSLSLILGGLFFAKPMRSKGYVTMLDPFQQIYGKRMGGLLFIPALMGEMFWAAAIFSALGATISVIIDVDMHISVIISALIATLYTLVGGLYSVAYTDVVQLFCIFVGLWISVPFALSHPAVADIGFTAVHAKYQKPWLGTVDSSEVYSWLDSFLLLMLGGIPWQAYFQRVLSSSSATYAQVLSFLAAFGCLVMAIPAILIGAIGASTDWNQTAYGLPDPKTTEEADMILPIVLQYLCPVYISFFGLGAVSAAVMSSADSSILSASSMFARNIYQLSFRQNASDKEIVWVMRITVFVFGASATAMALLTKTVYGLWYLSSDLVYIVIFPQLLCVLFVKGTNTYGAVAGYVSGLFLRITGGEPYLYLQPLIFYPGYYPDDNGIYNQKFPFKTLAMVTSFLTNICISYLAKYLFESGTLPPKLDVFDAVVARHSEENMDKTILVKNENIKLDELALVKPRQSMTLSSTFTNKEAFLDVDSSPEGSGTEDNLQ
# Active calls of the source: *; i = inactive; . = not tested or not shown.
# Results follow in this order: Kir21 inh, CHT inh
COc1ccc(NC(=O)C2CCC(CNc3c(N4CCOCC4)c(=O)c3=O)CC2)cc1Cl (stereo not given)
  0.07, i
O=C(c1cc(-c2ccccc2O)on1)N1CCc2ccccc2C1
  1.6, i
Cc1cc(NC(=O)c2ccccc2)ccc1NC(=O)Cc1ccccc1
  0.46, i
CC(C)CN(C(=O)COC(=O)C12CC3CC(CC(O)(C3)C1)C2)C1CCS(=O)(=O)C1 (stereo not given)
  0.19, i
COC(=O)C1=C(C)NC(=O)/C1=C\c1cc(C)n(-c2ccc(F)cc2)c1C
  0, i
CCOc1ccc(N2CC(C(=O)Nc3cccc(S(=O)(=O)N4CCCC4)c3)CC2=O)cc1 (stereo not given)
  1, i
COCCCNC(=S)NC1CC2CCCC(C1)N2Cc1ccco1 (stereo not given)
  0.53, i
CCC(C)(C)NC(=O)/C=C/c1ccccc1[N+](=O)[O-]
  0.34, i
COc1cc(/C=N/NC(N)=S)ccc1OC(=O)c1ccc(C)cc1
  -0.9, i
O=C(N/N=C\c1cccnc1)c1ccc(Cl)s1
  0.92, i
Nc1ccc2nc(CCc3ccccc3)[nH]c2c1
  1.5, i
Cc1ccccc1OCCOc1cccc(/C=N/NC(=O)Cc2nnc(N)s2)c1
  -0.93, i
Cn1cccc1C1Nc2ccccc2NC2=C1C(=O)CC(C)(C)C2 (stereo not given)
  -0.57, i
CSCCC(NC(=O)c1ccc([N+](=O)[O-])cc1Cl)C(=O)OCC(=O)NC(=O)CN1CCCC1=O (stereo not given)
  2.9, i
O=C(CSc1nnc(NC(=O)c2cccc(F)c2)s1)NCC1CCCO1 (stereo not given)
  -0.71, i
CC(=O)/C(=N/Nc1ccccc1)Sc1nnc(CCc2ccccc2)n1-c1ccccc1
  0.43, i
COc1cc(C(=O)NCCOc2cccc(C)c2)c(Br)c(OC)c1OC
  -1, i
COc1cc(CC(=O)NCc2cccs2)cc(OC)c1OC
  0.7, i
CC1CCCCN1C(=S)Nc1ccc2nc3n(c(=O)c2c1)CCCCC3 (stereo not given)
  -0.35, i
C1CCN(CCCNC2C3CC4CC(C3)CC2C4)C1 (stereo not given)
  -11*, i
CC(=O)Oc1ccc(/C=C(\NC(=O)c2ccco2)C(=O)NCc2ccco2)cc1
  1.4, i
Cc1cc(=O)oc2c(CN3CC(C)OC(C)C3)c(O)c(Cl)cc12 (stereo not given)
  -1.4, i
COc1ccccc1NC(=O)CSc1nc2nccnc2c(=O)n1Cc1cccs1
  -1.8, i
CSCCCNC(=S)N(C)CC(=O)Nc1ccc(C)cc1
  -2.6, i
COC(=O)c1ccc(OC)c(CSc2nnc(COc3ccccc3)o2)c1
  -0.71, i
Cc1ccccc1-c1nc(CS(=O)(=O)CC(=O)NC2CC2)c(C)o1
  -0.02, i
COC(=O)CSc1nnc(CNC(=O)c2ccccc2OC)n1C
  -1.1, i
COCCCn1c(SCC(=O)NNC(=O)c2cccc(O)c2)nnc1-c1ccncc1
  2, i
O=C(CCCCCN1C(=O)c2ccccc2C1=O)NCc1ccccn1
  0.73, i
CC(C)=CC(=O)OCC(=O)Nc1ccc(Cl)cc1
  -0.22, i
COc1ccc(C(=O)NNS(=O)(=O)c2ccccc2)cc1
  0, i
O=C(OCC(=O)N1CCN(c2ccccc2)CC1)c1cccc([N+](=O)[O-])c1
  -0.54, i
COc1ccccc1C(=O)NCCC(=O)N(C)Cc1ccc(C)o1
  -0.61, i
O=C(Cc1cc(=O)oc2cc(O)ccc12)NCC1CCC(C(=O)O)CC1 (stereo not given)
  -1.5, i
CC(C)C[C@@H](CSc1ccccc1)N1CCN(CCc2ccccc2)CCC1=O
  -1.2, i
O=C(CNc1cc(S(=O)(=O)N2CCOCC2)ccc1NCC1CCCO1)Nc1ccc(C(F)(F)F)cc1 (stereo not given)
  -1.5, i
CNCc1cc(Cl)cc(OC)c1OC(C)C
  0.17, .
CC1CCCN(C(=O)CSc2nnc(-c3ccncc3)n2C)C1 (stereo not given)
  -1.4, i
NS(=O)(=O)c1ccc(CNC(=O)/C=C/c2cccc(Cl)c2)cc1
  -0.63, i
CCC(C)n1c(SCC(=O)NC2CCS(=O)(=O)C2)nc2ccccc2c1=O (stereo not given)
  0.07, i

# Marked active in Kir21 inh, among the entries above:
# Results follow in this order: Kir21 inh, CHT inh
C1CCN(CCCNC2C3CC4CC(C3)CC2C4)C1 (stereo not given)
  -11*, i

# The list goes on:
# Results follow in this order: Kir21 inh, CHT inh
COc1ccccc1N/C(=N/S(=O)(=O)c1ccc(C)cc1)c1ccc(Cl)cc1
  -1, i
Cc1cccc(C)c1NC(=O)Cn1cnc2c(=O)n(C)c(=O)n(C)c21
  0.33, i
CC(=O)c1ccc(OC(=O)c2ccc(-n3nc(C)cc3C)cc2)cc1
  0.37, i
O=C(O)C1C2C=CC(C2)C1C(=O)NCCc1ccccc1 (stereo not given)
  1.8, i
CC(=O)Nc1ccc2c(c1)nc(CCN1CCN(C)CC1)n2C
  -0.01, i
CC1CC(C)CN(CCCNC(=O)c2csc3c2CCCC3)C1 (stereo not given)
  -0.12, i
Cc1cccc(NCC(=O)N/N=C\c2c[nH]c3ccccc23)c1
  0.82, i
COCCn1c(SCC(N)=O)nc2c(c1=O)SC(C)C2 (stereo not given)
  -0.01, i
O=C(/C=C/c1ccccc1Cl)Nc1cccnc1
  1.1, i
CC(NC(=O)C(=O)NN=C1CCCCCC1)c1ccccc1 (stereo not given)
  1.6, i
COc1ccc(N2CC(C(=O)Nc3nnc(SCc4cccnc4)s3)CC2=O)cc1 (stereo not given)
  0.69, i
CC(=O)Nc1ccc(S(=O)(=O)Nc2cccc3[nH]ncc23)cc1
  0, i
CC(C)(C)c1csc(N(CCC#N)CCC#N)n1
  -0.73, i
O=C1CC(C(=O)Nc2ncccn2)C(c2ccccc2)O1 (stereo not given)
  -0.97, i
CCOc1ccccc1C(=O)NC1CC2CCCC(C1)N2C1CC1 (stereo not given)
  1.4, i
CN(C(=O)C1CCCCC1)C1(C)CCS(=O)(=O)C1 (stereo not given)
  0.51, i
CCS(=O)(=O)N1CCC(NC(C)=O)(c2ccccc2)CC1
  -0.15, i
CC(=O)c1cccc(NC(=O)N2C3CCC2CC(NC(=O)Nc2ccccc2)C3)c1 (stereo not given)
  2, i
CCOc1ccc(Br)cc1C(=S)N1CCCC1
  -2, i
CNC(=S)NC1(C)CCS(=O)(=O)C1 (stereo not given)
  0.05, i

# Other records follow:
structure	Kir21 inh	CHT inh
Cc1cccc(-n2ncc3c2CCCC3NC(=O)C2CCOCC2)c1C (stereo not given)	0.64	i
Cc1nnc(-c2cnn(C)c2N)n1Cc1ccccc1	-1.4	i
Cn1ccc(C(=O)Oc2ccc(C(=O)Nc3ccc(F)cc3F)cc2)n1	-0.23	i
COC(=O)c1cc(=O)n(C2CC2)c(=NC2CC2)s1	-0.67	i
CC(=O)NC(C)c1nc2ccccc2n1C(C)C (stereo not given)	0.31	i
O=C(NC(=S)NNC(=O)c1ccccc1O)c1cccnc1	-0.37	i
CC(OC(=O)CC1CCCC1)C(=O)Nc1ccc(Cl)cn1 (stereo not given)	2	i
CCOC(=O)N1CCN(C(=O)c2c(-c3ccccc3Cl)noc2C)CC1	0.25	i

# Two of the compounds above, as labelled records.
O=C(NC(=S)NNC(=O)c1ccccc1O)c1cccnc1
  Kir21 inh: -0.37
  CHT inh: i
CC(OC(=O)CC1CCCC1)C(=O)Nc1ccc(Cl)cn1 (stereo not given)
  Kir21 inh: 2
  CHT inh: i

# Next part.
structure	Kir21 inh	CHT inh
CC(C)(C)NC(=O)CN(C(=O)CCN1CCCc2ccccc21)C(C)(C)C	1.2	i
CCN(CC)S(=O)(=O)c1ccc(OC)c(NC(=O)c2ccc(-n3cncn3)c([N+](=O)[O-])c2)c1	-1	i
CC(=O)Nc1ccc(S(=O)(=O)Nc2nc3ccccc3nc2Nc2cccc(S(N)(=O)=O)c2)cc1	-0.37	i
CCOC(=O)c1nnn(-c2nonc2N)c1-c1ccc(Cl)cc1	1.1	i
CC(Sc1nnc2ccccn12)C(=O)NCc1ccc2c(c1)OCO2 (stereo not given)	-2	i
Cc1ccc(NC(=O)c2ccc3c(c2)OCO3)cc1Cl	0.77	i
CCN1CC2=C(OC(N)=C(C#N)C2c2cccs2)/C(=C\c2cccs2)C1 (stereo not given)	-0.47	i
CN(C)c1ccc(/C=C(/C#N)C(=O)NCc2ccccc2)o1	-0.15	i
Cc1ccccc1NC(=O)Cn1c(O)c(N=NC(=O)c2ccccc2O)c2ccccc21	-0.14	i
O=C(O)C12C[C@H]3C[C@@H](C1)CC(n1ncc(N4CCN(c5ccccc5)CC4)c(Cl)c1=O)(C3)C2	-0.44	i
CCn1cc(CN2CCN(Cc3ccc(C)o3)C(CCO)C2)c2ccccc21 (stereo not given)	-1.7	i
COc1ccc(-c2nnc(N(C)C(=O)C3CCOC3)s2)cc1 (stereo not given)	0.05	i
COc1cc(/C=N/Nc2nnc3c(n2)[nH]c2ccccc23)ccc1O	-0.04	i
CCOCCCNC(=O)c1ccc(NC(=O)C2=CSCCO2)cc1	-2.6	i
CC(C)CCNc1nc(-c2ccco2)c2c(c1C#N)CCCC2	-0.15	i
CN(c1ccccc1C(=O)N1CCN(Cc2ccc3c(c2)OCO3)CC1)S(C)(=O)=O	1.1	i

# Entries of single compounds, looked up by structure:
# CCn1cc(CN2CCN(Cc3ccc(C)o3)C(CCO)C2)c2ccccc21 (stereo not given) in the list: Kir21 inh: -1.7; CHT inh: i
# CCOCCCNC(=O)c1ccc(NC(=O)C2=CSCCO2)cc1 in the list: Kir21 inh: -2.6; CHT inh: i
# CC(C)CCNc1nc(-c2ccco2)c2c(c1C#N)CCCC2 in the list: Kir21 inh: -0.15; CHT inh: i

# Following part.
structure	Kir21 inh	CHT inh
CCCOC1CCCN(Cc2cn(C)nc2-c2ccccc2F)C1 (stereo not given)	1.1	i
CCOC(=O)c1cc(NC(=O)c2ccc(OC)cc2)c(=O)oc1-c1ccccc1	-0.96	i
COc1ccccc1C(=O)NCCNc1ccc([N+](=O)[O-])cc1Cl	1.2	i
Cc1ccccc1Nc1cc(C)c2c(O)cccc2n1	-7.2*	i
O=C(CCc1ccccc1)NNC(=O)COc1ccccc1	-0.64	i
CC1C(=O)N2CCCc3cc(S(=O)(=O)NCCc4ccccc4)cc1c32 (stereo not given)	-3.2	i
Cc1ccc(S(=O)(=O)NCc2ccc(C(=O)N3CCN(Cc4ccccc4)CC3)cc2)cc1	0.17	i
COc1ccc(NS(=O)(=O)c2ccc3c(c2)NC(=O)CO3)cc1	1.3	i
Cc1ccccc1NC(=S)NC(=O)C1CCCCC1	0	i
CCn1c(=O)c2ccccc2n(Cc2ccccc2C)c1=O	-0.14	i
CCCCN(C)CCNC(=O)C1CCCN(S(=O)(=O)c2cccc3nsnc23)C1 (stereo not given)	-0.05	i
Oc1ccccc1-c1nnc(SCCN2CCOCC2)n1Cc1ccccc1	-0.31	i
COc1ccc(C)cc1NC(=O)NCCCCc1ccccc1	1.7	i
COc1cccc(-n2c(C)c(C(C)=O)c(C(C)=O)c2C)c1	0.32	i
COc1ccccc1OCc1n[nH]c(=S)n1Cc1ccccc1	-0.88	i
O=C(CSc1nnc(-c2ccncc2)n1-c1ccc(Cl)cc1)Nc1ccc(C(=O)O)cc1	-0.88	i
Cc1ccc(C)c(Cn2cnc3c(oc4ccccc43)c2=O)c1	-0.25	i
CC1(C)CC(CC(=O)O)(c2ccc(Cl)cc2)CCO1 (stereo not given)	-0.93	i
COc1ccc(/C=C(\NC(=O)c2ccccc2)C(=O)N/N=C/c2ccncc2)cc1	-2.6	i
Brc1ccc(-c2nnc(SCCC3OCCCO3)o2)cc1	1.7	i
O=C(CSc1nc2c(c(=O)n1-c1ccccc1)SCC2)N1CCN(c2ccccc2)CC1	3.4	i
O=C(/C=C/c1ccco1)NCCc1ccccc1	1.3	i
CCOC(=O)c1ccccc1NC(=O)CSc1nc2c(c(=O)n(C)c(=O)n2C)n1C	0.11	.
CC(C)c1cc(CNC(=O)C2CCC(=O)N(Cc3ccccc3F)C2)on1 (stereo not given)	-0.46	i
CC(C)=NNC(=O)c1c(O)c2ccccc2[nH]c1=O	-0.19	i
Cc1cc(C(=O)N2CCN(c3ccccn3)CC2)c(C)o1	0.67	i
O=C(CCC(=O)OCc1ccc(C(=O)Oc2ccc(Cl)cc2)cc1)Nc1ccccc1	2.3	i
COc1ccccc1C1C([N+](=O)[O-])=CC([N+](=O)[O-])=CN1C (stereo not given)	2	i
COc1cc(CN2CCN(C(=O)CC(C)C)CC2)c([N+](=O)[O-])cc1OC	-0.36	i
CCCCSc1cc(C)nc2ncnn12	1.5	i
Cc1nn(C(C)(C)C)c(OC(=O)c2cccs2)c1S(=O)(=O)c1ccccc1	0.01	i
O=C(c1ccc(Cl)cc1Cl)N1CCc2ccccc21	0.03	i
O=C(Cc1cccs1)N(Cc1cccs1)C1(C(=O)NC2CCCCC2)CCCCC1	0.06	i
COc1ccc(NC(=O)C2C3CCC(O3)C2C(=O)O)cc1OC (stereo not given)	0.82	i
CCOC(=O)C(C(=O)OCC)[C@@H]1CS(=O)(=O)C[C@H]1C(C(=O)OCC)C(=O)OCC	-1.5	i
O=C(NCc1ccccc1)NS(=O)(=O)c1ccccc1Cl	0.11	i
CC(=O)Nc1ccc(NC(=O)CSc2nnc(C)c(=O)[nH]2)cc1	0.22	i

# Three structures from above, ordered by SMILES length, descending.
structure	Kir21 inh	CHT inh
O=C(Cc1cccs1)N(Cc1cccs1)C1(C(=O)NC2CCCCC2)CCCCC1	0.06	i
CC(=O)Nc1ccc(NC(=O)CSc2nnc(C)c(=O)[nH]2)cc1	0.22	i
COc1ccc(NC(=O)C2C3CCC(O3)C2C(=O)O)cc1OC (stereo not given)	0.82	i

# Rows were taken by chance; any-hit rate near 1.6%.
